Screens as filed in PubChem.
Wnt bcat act: activators of Wnt/beta-catenin signaling; hit rate 1.2% among 300,000; activation, % at 9.35 µM; Wnt/beta-catenin reporter cell assay, activator, plate reader; in the data active = activation above about 30%, passing the limit was not always enough;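 note: 0% = neutral control wells and 100% = positive control wells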
phage Ecoli inh: E. coli growth loss with phage present; growth absorbance; inhibition, % at 11.9 µM; hit rate 0.26% among 360,000; AID 651602; in the data active = inhibition above about 11%
AddAB inh: less growth of phage-infected E. coli with AddAB; E. coli expressing H. pylori AddAB, absorbance growth; inhibition, % at 11.9 µM; hit rate 0.29% among 330,000; AID 435030; in the data active = inhibition above about 12%;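 note: 0% = vehicle wells of infected cells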
Tat transport: E. coli Tat transport inhibition | E. coli MC4100 TorA-mCherry Tat export, fluorescence | inhibition, % at 10 µM | hit rate 0.036% among 340,000;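 active = mean replicate inhibition at least 50% and at least half of replicates individually reaching 50%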;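 note: exported cargo escapes ClpAP degradation while cytoplasmic cargo is degraded and loses fluorescence; 0% = median of neutral control wells and 100% = median of NaSCN control wells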
E coli growth: reduces bacterial viability in AddAB counter-screen; E. coli V3065 growth, OD600 absorbance, 18 h; inhibition, % at 11.9 µM; hit rate 0.27% among 330,000; AID 449728;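 active = inhibition above the campaign's mean inhibition across all tested compounds plus 3 SD, cut at about 9.9% in these data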;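 note: uninfected addAB+ strain grown without phage in ampicillin broth; 0% = DMSO wells and 100% = ciprofloxacin 0.95 µg/ml wells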
* marks the source's active call; other numbers are inactive results; . = no result given.

Every second line gives: Wnt bcat act, phage Ecoli inh, AddAB inh, Tat transport, E coli growth
> COC(=O)c1ccc(COc2ccc3c(C)c(C)c(=O)oc3c2C)o1
 : ., ., ., 4, .
> CCC(C)[C@H]1CNC(=O)C(=O)N1CC1CCCCC1 (stereo partly drawn)
 : ., 3.0, ., ., .
> Cc1n[nH]c(=S)c2nn(-c3cccc(Cl)c3)c(C)c12
 : ., 3.4, ., ., .
> COc1ccc(CN2C(=O)C(CC(=O)NCCc3ccccn3)CC(C(=O)N3CCCCCC3)=C2C)cc1 (stereo not drawn)
 : ., 1.8, ., ., .
> CC1(C(=O)O)CCCN(C(=O)c2cccnc2Oc2ccccc2)C1 (stereo not drawn)
 : ., 2.1, ., ., .
> O=C(NCCCN1CCOCC1)/C(=C/c1ccc(-c2cccc([N+](=O)[O-])c2)o1)NC(=O)c1ccccc1
 : ., -0.3, ., ., .
> COc1ccc(S(=O)(=O)NC(=O)C2(C)CCN2C(=O)CC2CCCCC2)cc1OC (stereo not drawn)
 : ., 5.5, ., ., .
> O=C(CSc1nnc2ccccn12)Nc1ccccc1[N+](=O)[O-]
 : ., 1.4, ., ., .
> Cc1ccccc1OCC(=O)OCC(=O)NC12CC3CC(CC(C3)C1)C2
 : ., 0.0, ., ., .
> OCCCNc1ncnc2c1ncn2[C@H]1CN(Cc2ccc(Cl)cc2)C[C@@H](CO)O1
 : ., 3.1, ., ., .

Of the compounds above, 3 contain sulfur.
Every second line gives: Wnt bcat act, phage Ecoli inh, AddAB inh, Tat transport, E coli growth
> Cc1n[nH]c(=S)c2nn(-c3cccc(Cl)c3)c(C)c12
 : ., 3.4, ., ., .
> COc1ccc(S(=O)(=O)NC(=O)C2(C)CCN2C(=O)CC2CCCCC2)cc1OC (stereo not drawn)
 : ., 5.5, ., ., .
> O=C(CSc1nnc2ccccn12)Nc1ccccc1[N+](=O)[O-]
 : ., 1.4, ., ., .

Additional compounds:
Every second line gives: Wnt bcat act, phage Ecoli inh, AddAB inh, Tat transport, E coli growth
> O=C(NC1CCS(=O)(=O)C1)c1cc2c(=O)n3ccccc3nc2n1Cc1ccccc1 (stereo not drawn)
 : ., 4.3, ., ., .
> Cc1ccc(S(=O)(=O)N2CC3(O)CN(C(=O)OC(C)C)N(C(=O)OC(C)C)CC3(OC(=O)NC3CC3)C2)cc1 (stereo not drawn)
 : ., -0.2, ., ., .
> O=CN1CCN(C(=O)Cc2ccc(Cl)cc2)CC1
 : ., 2.9, ., ., .
> CC(C)CNC(=S)N1CCC(C(=O)c2ccc(Cl)cc2)CC1
 : ., 4.3, ., ., .
> CC1(C(=O)NS(=O)(=O)C2CC2)CCCN(C(=O)c2cccc(C(F)(F)F)c2)C1 (stereo not drawn)
 : ., 3.4, ., ., .
> CC(C)CNc1ncnc2c1ncn2[C@H]1CN(Cc2ccc(C(=O)O)cc2)C[C@@H](CO)O1
 : ., 5.1, ., ., .
> Cc1cc2c(=O)cc(-c3ccccc3)oc2c(C(=O)O)c1C
 : ., 1.1, ., ., .
> COc1ccc(CNC(=O)C2Cc3c(-c4ccc5c(c4)OCO5)ccnc3O2)cc1OC (stereo not drawn)
 : ., 5.2, ., ., .
> O=C(Nc1ccccc1)Nc1ncc(C(F)(F)F)cc1Cl
 : ., 0.8, ., ., .
> CN(CC(=O)Nc1ccc(F)c(F)c1F)C(=O)CCN1C(=O)C2CC=CCC2C1=O (stereo not drawn)
 : ., 2.9, ., ., .
> CNc1ncnc2c1ncn2[C@H]1CN(Cc2ccc(Cl)cc2)C[C@@H](CO)O1
 : ., 5.7, ., ., .
> Cc1cc2[nH]c(=O)c(=O)[nH]c2cc1S(=O)(=O)NCC(C)c1ccccc1 (stereo not drawn)
 : ., 1.8, ., ., .
> CC1(C(=O)NCCc2ccccc2)Cc2c(-c3ccc4c(c3)OCO4)ccnc2O1 (stereo not drawn)
 : ., 2.5, ., ., .
> CNc1cncc(-c2ccc(F)cc2F)n1
 : ., 4.0, ., ., .
> Cc1ccc(NC(=O)COC(=O)CN2CCSC2=O)cc1F
 : ., 2.3, ., ., .
> Cc1onc(-c2c(F)cccc2Cl)c1-c1ncc(-c2ccc(Cl)cc2)o1
 : ., -0.1, ., ., .
> Cc1cc(C(C)(C)C)cc(CN2CCN(S(=O)(=O)c3cccs3)CC2)c1O
 : ., 4.4, ., ., .
> O=C(NC1CC1)c1ccc2sc([C@@H]3O[C@H](CO)[C@H](O)[C@H](O)[C@H]3O)nc2c1
 : ., 2.4, ., ., .
> COc1ccc(-n2cnnc2SCC(=O)NC2CC2)cc1
 : ., 3.8, ., ., .
> CC1(C(=O)NS(=O)(=O)C2CC2)CCN(C(=O)c2ccccc2F)C1 (stereo not drawn)
 : ., 1.4, ., ., .
> CN(C)c1nc(N)nc2c1ncn2C1OC(CO)CC1O (stereo not drawn)
 : ., 1.4, ., ., .
> Cc1ccc(S(=O)(=O)NCC(=O)NCC(=O)NCCc2ccc(Cl)cc2)cc1C
 : ., 2.8, ., ., .
> Cc1ccc(/C(N)=N/OC(=O)COc2cccc3ccccc23)cc1
 : ., 4.3, ., ., .
> CCc1ccccc1Oc1nc2cc(-c3cccc(OC)c3)sc2c(=O)n1C
 : ., 5.2, ., ., .
> CCN(CC(=O)Nc1ccc(OC)cc1)C(=O)C1CC(=O)N(Cc2ccccc2)C1 (stereo not drawn)
 : ., 1.8, ., ., .
> Cc1cc(NC(=O)Nc2cccc(Cl)c2)no1
 : ., 4.6, ., ., .
> CC(=O)c1cccc(-c2ccnc3c2CC(C(=O)NCC2CCOCC2)O3)c1 (stereo not drawn)
 : ., 1.6, ., ., .
> COc1ccc(NC(=O)CN2CCC3(O)CCCCC3C2c2ccccc2OC)cc1 (stereo not drawn)
 : ., 2.8, ., ., .
> CCCCN(C)C(=O)c1ccc(Nc2nc(C(N)Cc3ccc(C(F)(F)F)cc3)cs2)nc1 (stereo not drawn)
 : ., -1.6, ., ., .
> O=C(Nc1ccc(OC(F)(F)F)cc1)c1cc(S(=O)(=O)N2CCCCC2)ccc1N1CCOCC1
 : ., 4.6, ., ., .
> Cc1ccc(OCC(=O)NNC(=O)c2cc(S(=O)(=O)N(C)C)ccc2N2CCCC2)cc1
 : ., 2.3, ., ., .
> COc1ccc(CNC(=O)Nc2nnc([C@@H]3C[C@H](O)[C@@H](CO)O3)s2)cc1
 : ., 2.5, ., ., .
> CCOC(=O)c1cc(-c2ccc(Cl)s2)nc2c1c(C)nn2C
 : ., 1.7, ., ., .
> CC(OC(=O)c1nc(Cl)ccc1Cl)C(=O)NCc1ccccc1 (stereo not drawn)
 : ., 3.2, ., ., .
> CC1(C(=O)NS(=O)(=O)Cc2ccccc2)CCN1C(=O)C1(c2ccc(Cl)cc2)CC1 (stereo not drawn)
 : ., 2.9, ., ., .
> COc1ccc2[nH]c3c(c2c1)CNCC3
 : ., 7.1, ., ., .
> COc1cc(C(O)c2nc(-c3cc4ccccc4o3)cs2)ccc1F (stereo not drawn)
 : ., 3.7, ., ., .
> CCN(Cc1cc2ccc(C)cc2[nH]c1=O)C(=O)c1ccncc1
 : ., 3.4, ., ., .
> CCOC(=O)C1CCCN(C(=O)c2cncc(Br)c2)CC1 (stereo not drawn)
 : ., 2.8, ., ., .
> CN(C)S(=O)(=O)N(CC(=O)Nc1ccccc1C(F)(F)F)c1ccccc1
 : ., 1.6, ., ., .
> CC(C)CCOc1ccc(C(=O)Nc2cc(S(=O)(=O)N3CCOCC3)ccc2N2CCOCC2)cc1
 : ., 3.2, ., ., .
> CC(=O)OC[C@@H]1CN(Cc2ccccc2)C[C@H](n2cnc3c(Nc4ccccc4)ncnc32)O1
 : ., 1.4, ., ., .
> CCNC(=O)N(C)c1c(CC)nc2ccc(C(=O)N3CCN(C(C)=O)CC3)cn12
 : ., 3.6, ., ., .
> COc1ccc(NC(=O)C2(C)CCN2CCOc2ccc(C)cc2)cc1OC (stereo not drawn)
 : ., 2.6, ., ., .
> CC(C)(C)c1cc(CNC(=O)C2CCC(=O)N(Cc3ccccc3F)C2)[nH]n1 (stereo not drawn)
 : ., 4.3, ., ., .
> O=C(CSc1ccccc1)NC1CC1
 : ., 2.9, ., ., .
> O=C(c1cccs1)N(CCO)Cc1cc2cc3c(cc2[nH]c1=O)OCCO3
 : ., 2.4, ., ., .
> CCCC(=O)Nc1nnc(SCC(=O)Nc2ccc(OCC)cc2)s1
 : ., 2.8, ., ., .
> CC(=O)NCCNc1nc2cc(-c3ccccc3CO)sc2c(=O)n1C
 : ., 0.3, ., ., .
> CCCCCCSc1ccc(-c2nc3cnccn3c2NC2CCCCC2)cc1
 : ., -0.5, ., ., .

Next part:
SMILES | Wnt bcat act | phage Ecoli inh | AddAB inh | Tat transport | E coli growth
O=c1[nH]cc(C=NNc2ccccc2)c(=O)[nH]1 | . | 2.8 | . | . | .
O=C(COC(=O)Cc1ccc(Br)cc1)NCc1ccccc1 | . | -0.6 | . | . | .
COCCN(C(=O)COC(=O)C1CCCCC1)c1c(N)n(Cc2ccccc2)c(=O)[nH]c1=O | . | 2.7 | . | . | .
CCOC(=O)C1CCCN(C(=O)c2ccc3sccc3c2)CC1 (stereo not drawn) | . | 2.1 | . | . | .
O=C(CCCN1C(=O)c2cccc3cccc(c23)C1=O)OCC(=O)N1CCCCC1 | . | 3.7 | . | . | .
CCC(=O)N1CCC(C)(C(=O)Nc2ccc3c(c2)OCCO3)C1 (stereo not drawn) | . | 0.5 | . | . | .
CCCCNC(=O)C1(C)CCN1C(=O)c1sccc1C (stereo not drawn) | . | 2.3 | . | . | .
OC[C@@H]1CN(Cc2ccc(F)cc2)C[C@H](n2cnc3c(N4CCOCC4)ncnc32)O1 | . | 1.4 | . | . | .
CCOc1ccccc1-c1cncc(NC)n1 | . | 0.4 | . | . | .
COCCNC(=O)C1CCCN(C(=O)c2ccc(OC)c(F)c2)CC1 (stereo not drawn) | . | 4.2 | . | . | .
COc1ccc2[nH]cc(C(=O)CN3CCN(C/C=C/c4ccccc4)CC3)c2c1 | . | 4.4 | . | . | .
Cc1cc(NC(=O)COc2cccc3cccnc23)no1 | . | 2.3 | . | . | .
CCCC(C)(C)C(=O)N1CCC1(C)C(=O)Nc1ccc2c(c1)OCCO2 (stereo not drawn) | . | 2.5 | . | . | .
Cc1ccc2c(NC(=O)C3CC3)c(C)ccc2n1 | . | 2.7 | . | . | .
CCCCC(=O)N(C)c1c(CC)nc2c(OCc3ccc(C#N)cc3)cccn12 | . | 2.5 | . | . | .
Cc1cccc(Cl)c1NC(=O)N(C)c1ccccc1 | . | 1.8 | . | . | .
Cc1ccc(NC(=O)COC(=O)Cc2c[nH]c3ccccc23)cc1 | . | 2.1 | . | . | .
COc1cc2c3c(c1OC)C(=O)CC3CCCC2 (stereo not drawn) | . | 2.5 | . | . | .
Cc1cc(N=Cc2c(O)n(-c3ccc(C)c(C)c3)c(=O)c3ccccc23)no1 | . | 2.8 | . | . | .
CCc1nnc(NC(=O)CSc2nnc(CNC(=O)c3ccccc3)o2)s1 | . | 2.8 | . | . | .
COc1ccc(C(=O)OCC(=O)Nc2cc(C)on2)cc1F | . | 2.8 | . | . | .
COc1c(C)cc(C(O)c2ncc(-c3ccccc3F)[nH]2)cc1C (stereo not drawn) | . | 2.9 | . | . | .
CCN(CC(=O)Nc1ccc2c(c1)OCCO2)C(=O)/C=C/c1cc(Br)ccc1OC | . | 2.0 | . | . | .
CCOC(=O)C1(C)CCN1C(=O)c1cc(C)n(C(C)(C)C)n1 (stereo not drawn) | -1 | . | . | . | .

Molecules listed so far that have a nitro group on carbon:
SMILES | Wnt bcat act | phage Ecoli inh | AddAB inh | Tat transport | E coli growth
O=C(NCCCN1CCOCC1)/C(=C/c1ccc(-c2cccc([N+](=O)[O-])c2)o1)NC(=O)c1ccccc1 | . | -0.3 | . | . | .
O=C(CSc1nnc2ccccn12)Nc1ccccc1[N+](=O)[O-] | . | 1.4 | . | . | .

(list continues)
SMILES | Wnt bcat act | phage Ecoli inh | AddAB inh | Tat transport | E coli growth
O=C(Nc1ccc(Cl)c([N+](=O)[O-])c1)Nc1nc2ccccc2s1 | . | . | -0.4 | . | 0.5
CCOc1ccc(NC(=O)c2oc3ccccc3c2NC(=O)CC)cc1 | . | . | 1.0 | . | -1.1
CCOC(=O)C1=C(C)N=C2SC(C)C(=O)N2C1c1ccc(OC(C)=O)c(OCC)c1 (stereo not drawn) | . | . | 2.4 | . | -1.4
Cc1ccc(N/N=C2\CC(=O)c3ccccc32)cc1Cl | . | . | 3.8 | . | -2.2

Profiles, quoted from the list.
`CCOC(=O)C1=C(C)N=C2SC(C)C(=O)N2C1c1ccc(OC(C)=O)c(OCC)c1` (stereo not drawn) is entered as Wnt bcat act: .; phage Ecoli inh: .; AddAB inh: 2.4; Tat transport: .; E coli growth: -1.4
`O=C(Nc1ccc(Cl)c([N+](=O)[O-])c1)Nc1nc2ccccc2s1` is entered as Wnt bcat act: .; phage Ecoli inh: .; AddAB inh: -0.4; Tat transport: .; E coli growth: 0.5

Not all compounds are listed; the hit share may differ from the screen's.
